# PHOSPHO1 inh: blocks human PHOSPHO1 phosphatase activity; Q8TCT1; recombinant PHOSPHO1, absorbance phosphatase assay; inhibition, % at 13.3 µM; hit rate 1.1% among 290,000; AID 1565; in the data active means inhibition above about 60%
# OXTR ag: human OXTR agonism. P30559. activation, % at 3 µM. hit rate 0.32% among 320,000. AID 2435. CHO-OTR cells, Fluo-8 calcium fluorescence; normalized: DMSO 0%, oxytocin 100%;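 active means activation above the mean of all tested compounds plus 3 SD, cutoff set per screening run, cut at about 20% in these data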;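 further: peak over basal fluorescence ratio from a 100 s FLIPR kinetic read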
# MEKK2mut PB1 HTS: signal of MEK5 binding to mutant human MEKK2 PB1 domain | bead flow cytometry, Alexa488-MEK5 binding to MEKK2 mutant | percent response, % at 10 µM | hit rate 0.35% among 290,000 | AID 1530; in the data active means percent response above about 24%, passing the limit was not always enough; further: inactives centre near 1; some results filed as inactive read as strong as hits; reference of the scale not given here
# GalR3 antag: antagonists of human GalR3; inhibition, % at 3 µM; AID 651719; HEK293 GalR3-CNG cAMP membrane potential fluorescence; galR3 body fused to GalR1 C-terminus; hit rate 0.44% among 360,000;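 active means inhibition above the screen-wide average plus 3 SD, cut at about 13% in these data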;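 further: forskolin and galanin both at EC90 stimulate the cells; cAMP rise reported by CNG channel membrane potential dye signal; 0% = forskolin plus galanin with DMSO and 100% = forskolin alone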
# MEKK2 WT-MEK5: raises or lowers MEK5 binding to wildtype human MEKK2 PB1 domain. Q9Y2U5. bead flow cytometry, Alexa488-MEK5 binding to MEKK2 WT; actives lie on both sides. binding response (% of control), % at 10 µM. hit rate 1.1% among 290,000. AID 1531; in the data active means binding response below about 67% or above about 130%
# GPR7 antag: human neuropeptides B/W receptor 1 antagonism; P48145; GPR7-expressing cells, fluorescence antagonist assay; inhibition, % at 4.4 µM; hit rate 1.1% among 290,000; AID 1861; in the data active means inhibition above about 16%, passing the limit was not always enough;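 further: cells stimulated with the agonist NPW; 0% = agonist with vehicle and 100% = vehicle without agonist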
# Target sequence (P48145 whole entry, looked up): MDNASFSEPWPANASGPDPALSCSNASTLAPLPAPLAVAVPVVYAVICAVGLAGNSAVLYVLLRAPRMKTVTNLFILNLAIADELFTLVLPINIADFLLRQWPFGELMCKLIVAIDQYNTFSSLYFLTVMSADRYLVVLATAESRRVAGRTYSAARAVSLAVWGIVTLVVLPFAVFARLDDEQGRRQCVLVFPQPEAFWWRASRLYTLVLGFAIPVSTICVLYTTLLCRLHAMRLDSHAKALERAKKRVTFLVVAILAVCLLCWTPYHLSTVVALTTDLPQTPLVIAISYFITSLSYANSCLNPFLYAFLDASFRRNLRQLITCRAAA
# V1R ag counter: activates human V1a receptor in oxytocin agonist counter-screen; CHO-V1R cells, Fluo-8 calcium fluorescence, agonist mode; 0% DMSO, 100% 3 nM vasopressin; AID 2797; hit rate 0.25% among 320,000; P37288; activation, % at 3 µM;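 active means activation above the mean activation of all tested compounds plus 3 SD, per screening run, cut at about 20% in these data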;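 further: signal is peak over basal fluorescence ratio across a 100 second FLIPR read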
# NALP1 yeast inh: inhibitors of NALP1 inflammasome in yeast; hit rate 0.61% among 280,000; inhibition, % at 10 µM; S. cerevisiae NALP1/ASC/caspase-1 growth, X-gal OD620, 72 h; AID 2071; in the data active means inhibition mostly above about 24%, no sharp cut-off; inactive means mostly below about 32%; further: some compounds called inactive have numbers as strong as hits
# MEKK3 PB1 HTS: raises or lowers MEK5 binding to the human MEKK3 PB1 domain; Q99759; bead-based flow cytometry, Alexa488-MEK5 binding to MEKK3; actives lie on both sides; 0 = blocked by unlabeled MEK5, 100 = vehicle; binding response (% of control), % at 10 µM; hit rate 1.4% among 290,000; AID 1529;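 active means binding response more than 3 SD above or below the average of its plate-row segment, actives on both sides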;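 further: Alexa488 bead fluorescence after subtracting the streptavidin-only scavenger bead signal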
# Target sequence (Q99759 whole entry, looked up, the tested form may be a part): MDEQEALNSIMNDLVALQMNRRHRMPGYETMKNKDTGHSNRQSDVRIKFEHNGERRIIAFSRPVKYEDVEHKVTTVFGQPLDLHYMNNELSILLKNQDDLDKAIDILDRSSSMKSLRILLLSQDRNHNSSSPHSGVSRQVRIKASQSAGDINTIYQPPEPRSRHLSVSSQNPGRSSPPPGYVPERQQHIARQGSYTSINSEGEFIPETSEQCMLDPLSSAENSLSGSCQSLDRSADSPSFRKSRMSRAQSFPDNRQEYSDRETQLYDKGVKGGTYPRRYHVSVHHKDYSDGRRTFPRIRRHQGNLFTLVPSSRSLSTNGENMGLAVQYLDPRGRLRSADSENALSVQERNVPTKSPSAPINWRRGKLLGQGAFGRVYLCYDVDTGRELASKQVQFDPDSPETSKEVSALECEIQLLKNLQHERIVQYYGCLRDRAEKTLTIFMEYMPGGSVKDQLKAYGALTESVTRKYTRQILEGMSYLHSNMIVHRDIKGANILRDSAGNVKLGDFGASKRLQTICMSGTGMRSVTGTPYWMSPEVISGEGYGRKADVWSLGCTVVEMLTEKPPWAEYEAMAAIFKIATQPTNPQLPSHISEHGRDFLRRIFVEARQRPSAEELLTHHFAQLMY
# * = called active by the depositor; . = not tested or not shown. Rows were taken by chance; 5.4% or so of the library scored in one or more.
SMILES,PHOSPHO1 inh,OXTR ag,MEKK2mut PB1 HTS,GalR3 antag,MEKK2 WT-MEK5,GPR7 antag,V1R ag counter,NALP1 yeast inh,MEKK3 PB1 HTS
COc1ccc(-c2nc(SC(CC(=O)NCCN3CCOCC3)c3cccs3)n[nH]2)cc1 (configuration not stated),-11,-0.1,7,0,113,1,-0.2,-9,109
Cc1ccc2oc(C(F)(F)C(F)F)cc(=O)c2c1,8,-0.9,6,1,106,-4,-0.1,6,108
O=c1[nH]c(/C=C\c2ccc(O)c(Cl)c2)nc(O)c1[N+](=O)[O-],22,-0.4,0,-11,93,-6,-0.3,7,96
COc1cccc(/C=N/NC(=O)C(=O)N2CCCC2)c1OC,6,-0.8,.,-2,.,22,1.0,13,.
CCCCCOc1ccc(N2C(=O)C3C4C=CC(C3C2=O)N(C)C4=O)cc1 (configuration not stated),-1,2.6,2,6,106,-5,3.4,-52,103
CCCOc1ccc(C2C(C(=O)c3ccc(C)o3)=C(O)C(=O)N2Cc2ccco2)cc1 (configuration not stated),38,-0.8,5,2,108,4,-0.8,20,101
CCOC(=O)c1ccc(CC(=O)c2ccc(O)cc2O)o1,8,3.0,-2,-2,96,-8,3.1,-5,101
Cc1ccc(S(=O)(=O)Cc2cc(F)c([N+](=O)[O-])cc2[N+](=O)[O-])cc1,27,-0.2,-1,.,111,30*,3.0,47*,105
CCOC(=O)Cc1nnc2c(Nc3ccc(C)cc3)nc3nonc3n12,40,1.3,3,-3,103,1,1.4,.,103
NNC(=O)c1ccc(-c2cccc([N+](=O)[O-])c2)o1,6,-1.9,-1,3,101,-7,-0.9,-5,100
CC1(C)Cc2c(cnn2-c2cccc(F)c2)C(NC(=O)c2cc[n+]([O-])cc2)C1 (configuration not stated),34,-0.6,-6,-2,86,13,1.1,13,96
Cc1ccccc1NC(=O)c1ccc([N+](=O)[O-])o1,33,-0.4,-9,-4,99,-8,-0.7,0,102
O=C(Nc1ccc(Cl)cc1C(=O)N1CCCCC1)c1ccco1,45,-0.6,3,1,108,-9,-1.0,11,104
CCC(=O)Nc1cccc(NC(C)=O)c1,5,.,.,-5,.,-8,.,-11,.
Cc1csc2ncnc(NNC(=O)c3ccc(Cl)cc3)c12,51,9.9,-19,-4,90,-17,12,-2,96
S=C(NCc1cccs1)NCC1CCCO1 (configuration not stated),38,.,-4,-5,97,-7,.,6,105
CCOC(=O)C(C)c1nn(C)c(=O)c2ccccc12 (configuration not stated),-1,7.1,8,-7,106,-15,7.9,10,100
CCc1ccc(N2CC(C(=O)Nc3nnc(CC)s3)CC2=O)cc1 (configuration not stated),4,0.7,8,0,102,-2,0.5,32,101
COCCCNC(=O)CN1C(=O)/C(=C/c2ccccc2C)Sc2ccccc21,-8,-0.1,2,-5,103,-14,-1.1,-3,101
Cc1occc1C(=O)NNC(=O)c1ccccc1[N+](=O)[O-],-39,0.5,3,2,103,10,0.6,16,99

# Molecules from the list above that contain a Cl atom (three):
SMILES,PHOSPHO1 inh,OXTR ag,MEKK2mut PB1 HTS,GalR3 antag,MEKK2 WT-MEK5,GPR7 antag,V1R ag counter,NALP1 yeast inh,MEKK3 PB1 HTS
O=c1[nH]c(/C=C\c2ccc(O)c(Cl)c2)nc(O)c1[N+](=O)[O-],22,-0.4,0,-11,93,-6,-0.3,7,96
O=C(Nc1ccc(Cl)cc1C(=O)N1CCCCC1)c1ccco1,45,-0.6,3,1,108,-9,-1.0,11,104
Cc1csc2ncnc(NNC(=O)c3ccc(Cl)cc3)c12,51,9.9,-19,-4,90,-17,12,-2,96

# Next section
SMILES,PHOSPHO1 inh,OXTR ag,MEKK2mut PB1 HTS,GalR3 antag,MEKK2 WT-MEK5,GPR7 antag,V1R ag counter,NALP1 yeast inh,MEKK3 PB1 HTS
O=C(NCc1ccccc1)C1Nc2ccc(OC(F)(F)F)cc2C2C=CCC12 (configuration not stated),.,-0.8,2,-3,102,.,-1.1,.,101
CC(C)(C)OC(=O)N1CCCC1C(=O)O (configuration not stated),-10,0.4,-1,-3,102,19,-0.1,30,102
CCCCCOc1ccc(/C=c2\sc3nc(=O)c(-c4ccccc4)nn3c2=O)cc1OC,-1,-1.3,-2,-3,89,-9,0.2,27,77
Cc1ccc(OCCCn2c(=O)oc3ccccc32)cc1,31,-1.9,-9,-6,94,-2,-1.1,0,102
COc1cc(/C=C/C(=O)OCC(=O)Nc2c(C)n(C)n(-c3ccccc3)c2=O)ccc1O,14,0.1,-2,-5,101,-13,0.7,9,101
CC(C)NC(=S)N1CCN(c2ncccn2)CC1,-17,1.1,1,-1,101,-5,1.0,20,103
O=C1OC(c2ccc(F)cc2)=C/C1=C\c1ccc(O)cc1,-6,0.9,6,-2,100,-6,-0.6,9,101
COc1c2occc2c(OC)c2c(=O)cc(C(F)(F)F)oc12,4,-2.5,0,1,97,3,-1.2,15,98
CCN(CC)CCNC(=O)c1cn(CC)c2ccc(S(=O)(=O)N3CCOCC3)cc2c1=O,32,0.5,-1,4,98,-4,0.6,-10,99
c1ccc(-n2cnc3cc(NCc4ccncc4)ccc32)cc1,36,-1.2,-2,-3,100,-5,-0.2,36,93

# Ordered by length of the SMILES (smallest number first): part of the list above.
SMILES,PHOSPHO1 inh,OXTR ag,MEKK2mut PB1 HTS,GalR3 antag,MEKK2 WT-MEK5,GPR7 antag,V1R ag counter,NALP1 yeast inh,MEKK3 PB1 HTS
CCOC(=O)C(C)c1nn(C)c(=O)c2ccccc12 (configuration not stated),-1,7.1,8,-7,106,-15,7.9,10,100
CCOC(=O)c1ccc(CC(=O)c2ccc(O)cc2O)o1,8,3.0,-2,-2,96,-8,3.1,-5,101
Cc1ccccc1NC(=O)c1ccc([N+](=O)[O-])o1,33,-0.4,-9,-4,99,-8,-0.7,0,102

# Other structures:
SMILES,PHOSPHO1 inh,OXTR ag,MEKK2mut PB1 HTS,GalR3 antag,MEKK2 WT-MEK5,GPR7 antag,V1R ag counter,NALP1 yeast inh,MEKK3 PB1 HTS
Cc1cc(C)c(C)c(S(=O)(=O)N2CCN(CC(=O)NC(=O)NCc3ccccc3)CC2)c1C,14,0.6,0,6,99,6,0.2,7,97
CC(C)(C)c1ccc(S(=O)(=O)N2CCc3nc4ccccc4c(C(=O)O)c3C2)cc1,13,-1.0,0,-7,104,10,0.2,-1,99
COc1ccc(NC(=O)Nc2cccnc2)cc1,-1,1.2,-19,-2,82,4,-0.1,-8,79
Cc1nccc(-c2ccc3c(c2)OCO3)n1,36,-0.5,-5,5,94,-3,-0.4,3,98
COc1cccc(/C=N/n2c(SC)nnc2-c2ccccc2)c1OC,6,-2.8,4,-1,103,-8,0.4,6,98
Cc1cccc(NC(=S)N2CCCC(c3nc4ccccc4[nH]3)C2)c1 (configuration not stated),11,-0.6,3,-3,102,-4,0.2,-12,100
CCCC(=O)c1c(NC)cc(C)oc1=O,21,0.7,-2,-6,98,-9,-0.4,-19,101
CCOC(=O)/C(C#N)=C(/C)c1ccc(OC)cc1,-11,0.3,4,-1,100,-1,-0.8,.,100
CCc1ccccc1NC(=O)CSC1=C(C#N)C(c2ccc(O)c(OC)c2)C2=C(CCCC2=O)N1 (configuration not stated),-10,-1.1,-1,4,98,1,0.5,2,97
Cc1cc(=O)[nH]c(SCC(=O)NC2CCCCC2)n1,23,-0.9,4,-3,101,-8,-0.7,7,102
COc1cc(NC(=S)NN2CCOCC2)cc(OC)c1,.,.,3,4,109,-11,.,.,105
C/C(=N\N=C(/N)SC1CC(=O)N(c2ccc(Br)cc2)C1=O)c1cccs1 (configuration not stated),19,6.7,2,-9,93,-14,0.5,7,96
COc1ccccc1/C=C/C(=O)OCC(=O)NCCC1=CCCCC1,10,-2.4,-1,-3,99,-11,-0.8,2,100
CN(C)S(=O)(=O)c1ccc(C(=O)OCCn2cnc3c2c(=O)n(C)c(=O)n3C)cc1,-13,2.4,-9,-5,94,-21,2.1,2,101
Cc1ccccc1N1CCN(C2CCCN(C(=O)c3ccnn3C)C2)CC1 (configuration not stated),28,-0.3,-1,0,101,-11,0.9,18,99
COc1ccc(C)cc1N(C(=O)CNC(=O)c1ccco1)C(C(=O)NC1CCCC1)c1cccnc1 (configuration not stated),-8,-1.4,3,-2,109,-7,-0.3,0,106
Cn1nccc1C(=O)NC(=S)Nc1sc2c(c1C#N)CCCCC2,68*,-0.2,-3,-3,93,-12,1.1,-3,99
Cc1ccc(NC(=O)COc2cccc(-n3cnnn3)c2)cc1[N+](=O)[O-],-1,5.6,-1,-6,93,-1,8.0,-7,94
NC(=O)CSc1n[nH]c(-c2ccco2)n1,14,0.7,2,-6,111,-5,0.1,.,110
CC1(C)N=C(N)NC(Nc2ccccc2Cl)=N1,1,-0.5,-2,-6,95,0,0.8,1,94
COc1ccc(-c2cc(C(F)F)n3ncc(C(=O)NCC4CCCO4)c3n2)cc1 (configuration not stated),0,-2.5,4,-4,107,0,-2.0,.,105
Cc1cc(C)c(S(=O)(=O)Nc2ccc(O)c(Sc3ncn[nH]3)c2)c(C)c1,-3,-0.4,3,-2,95,-3,-0.2,12,96
CNC(=O)COC(=O)c1cc(NC(=O)c2ccco2)c(OC)c(OC)c1,-9,0.2,7,5,110,-3,-0.5,4,103
COc1ccc(NC(=O)C2CCCN(C(=O)NC3CCCCC3)C2)cc1OC (configuration not stated),-4,-0.9,1,-2,100,-8,0.0,-107,101
CCCOc1ccc(C(CC(=O)O)NC(=O)CC(c2ccccc2)c2ccccc2)cc1 (configuration not stated),-1,-0.6,-7,-2,88,15,1.5,14,93
C=CCNC(=S)Nc1cccc2ccccc12,11,-0.4,.,-7,.,9,0.4,29,.
Clc1cccc(-c2nnc(-c3ccccc3)o2)c1,-27,-2.2,8,-3,100,13,-1.3,14,103
CCn1cc(C(=O)N2CCc3ccccc3C2)c(=O)c2cc(S(=O)(=O)N3CCCCC3)ccc21,-13,-0.7,0,0,96,8,0.2,22,96

# Reprinted at random: four entries already listed.
SMILES,PHOSPHO1 inh,OXTR ag,MEKK2mut PB1 HTS,GalR3 antag,MEKK2 WT-MEK5,GPR7 antag,V1R ag counter,NALP1 yeast inh,MEKK3 PB1 HTS
C=CCNC(=S)Nc1cccc2ccccc12,11,-0.4,.,-7,.,9,0.4,29,.
CCn1cc(C(=O)N2CCc3ccccc3C2)c(=O)c2cc(S(=O)(=O)N3CCCCC3)ccc21,-13,-0.7,0,0,96,8,0.2,22,96
CNC(=O)COC(=O)c1cc(NC(=O)c2ccco2)c(OC)c(OC)c1,-9,0.2,7,5,110,-3,-0.5,4,103
COc1ccc(NC(=O)C2CCCN(C(=O)NC3CCCCC3)C2)cc1OC (configuration not stated),-4,-0.9,1,-2,100,-8,0.0,-107,101

# High-throughput results (PubChem)
